Assay outcomes (PubChem)
MazEF act: MazEF (E. coli) toxin RNase activation | P0AE70 | FAM/BHQ RNA-DNA oligo cleavage fluorescence, 5 h | activation, % at 20 µM | hit rate 0.32% among 350,000 | AID 504720; in the data active = activation above about 50%
FadD28 FP inh: blocks FadD28 binding to the bisubstrate probe; AID 588549; hit rate 0.22% among 360,000; fluorescence polarization; inhibition, % at 12.5 µM; in the data active = inhibition above about 8.5%, passing the limit was not always enough; inconclusive = no clear call, values can overlap the other calls
Rv3671c protease: inhibits the M. tuberculosis serine protease Rv3671c; hit rate 0.048% among 320,000; inhibition, % at 5.96 µM; AID 2606; P9WHR9; in the data active = inhibition above about 38%;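 note: extracellular domain of Rv3671c used as enzyme; 0% = enzyme with DMSO and 100% = no enzyme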
Target sequence (P9WHR9 whole entry, looked up, the tested form may be a part): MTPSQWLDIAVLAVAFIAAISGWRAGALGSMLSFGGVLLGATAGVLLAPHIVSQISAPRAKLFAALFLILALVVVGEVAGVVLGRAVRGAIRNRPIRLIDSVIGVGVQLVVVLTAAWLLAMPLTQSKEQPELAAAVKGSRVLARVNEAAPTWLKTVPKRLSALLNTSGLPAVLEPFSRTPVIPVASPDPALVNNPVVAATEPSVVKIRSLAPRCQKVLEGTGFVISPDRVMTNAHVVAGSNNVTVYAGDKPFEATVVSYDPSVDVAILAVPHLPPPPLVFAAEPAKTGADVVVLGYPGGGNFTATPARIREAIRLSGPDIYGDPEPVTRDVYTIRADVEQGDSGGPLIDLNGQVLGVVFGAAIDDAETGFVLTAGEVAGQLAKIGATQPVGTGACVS
GDH-TPI counter: inhibits GDH-TPI coupling enzymes, artifact for Mtb FBA screen; GDH-TPI coupled enzyme counterscreen, NADH absorbance; hit rate 1.2% among 360,000; AID 588335; inhibition, % at 4.8 µM;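 note: 0% = DMSO wells and 100% = wells lacking the enzyme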
Mtb UGM inh: inhibitors of M. tuberculosis UDP-galactopyranose mutase | P9WIQ1 | purified UGM, fluorescence polarization probe displacement | inhibition, % at 10 µM | hit rate 0.06% among 320,000; in the data active = inhibition above about 10%, passing the limit was not always enough; inconclusive = no clear call, values can overlap the other calls
Target sequence (P9WIQ1 whole entry, looked up): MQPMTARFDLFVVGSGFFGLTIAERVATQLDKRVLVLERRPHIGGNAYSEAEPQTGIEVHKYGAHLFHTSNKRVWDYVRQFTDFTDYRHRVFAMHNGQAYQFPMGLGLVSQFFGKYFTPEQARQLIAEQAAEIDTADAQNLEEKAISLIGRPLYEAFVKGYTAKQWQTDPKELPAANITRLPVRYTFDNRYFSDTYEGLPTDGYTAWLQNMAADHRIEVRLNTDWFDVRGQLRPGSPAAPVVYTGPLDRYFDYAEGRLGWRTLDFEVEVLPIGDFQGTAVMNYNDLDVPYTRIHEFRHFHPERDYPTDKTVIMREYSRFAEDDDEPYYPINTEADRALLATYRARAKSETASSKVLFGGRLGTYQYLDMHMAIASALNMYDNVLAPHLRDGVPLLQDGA
FBA Mtb inh: inhibitors of M. tuberculosis fructose-bisphosphate aldolase. P9WQA3. purified M. tuberculosis FBA, fluorescence read-out. inhibition, % at 1 µM. hit rate 2.3% among 360,000; in the data active = inhibition above about 27%;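 note: 0% = vehicle and 100% = reference inhibitor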
BioA inh: BioA (M. tuberculosis) enzyme inhibition | purified M. tuberculosis BioA enzyme, plate reader | inhibition, % at 9.99 µM | hit rate 0.096% among 360,000 | AID 602481; in the data active = inhibition above about 40%; inconclusive = no clear call, values can overlap the other calls
CCHFV vOTU inh: CCHFV vOTU protease inhibition | Pep-AMC fluorescence | inhibition, % at 11.5 µM | hit rate 0.55% among 370,000; note: 0% = vehicle wells with enzyme and 100% = no enzyme wells
BoNT-F LC inh: blocks Botulinum neurotoxin F light chain protease. Multiplex microsphere protease cleavage assay, flow cytometry. inhibition, % at 10 µM. hit rate 0.22% among 360,000. AID 588497; in the data active = inhibition above about 35%, passing the limit was not always enough; inconclusive = no clear call, values can overlap the other calls; note: plate controls were buffer without enzyme for full effect and enzyme alone for no effect
DUSP3 inh: inhibitors of human VHR1 phosphatase (DUSP3); P51452; recombinant VHR phosphatase, pNPP absorbance; inhibition, % at 13.3 µM; hit rate 0.52% among 290,000; AID 1654; in the data active = inhibition above about 50%; note: some compounds called inactive have numbers as strong as hits
Numbers without * were called inactive; ? = inconclusive; nt = not tested or not shown; + = active, no number. Cut-off read from the data, not from the text of the source, unless noted: active = inhibition above about 30%; inactive = the rest.

1: COc1ccc(NC(=O)Nc2cccc3ccccc23)c(OC)c1
2: Cn1c(CNC(=O)c2ccc(Cl)cc2)nnc1SCC(=O)Nc1sc2c(c1C#N)CCCC2
3: CCN(CC)CCn1c2c(c(SCC(=O)Nc3ccccc3Cl)nc1=O)CCCC2
4: Cc1cccc(OCC(=O)N2CCC3(CC2)CC(=O)c2ccccc2O3)c1
5: FC(F)(F)c1cccc(N2CCC(N=CN3CCCCCC3)=N2)c1
6: COc1cccc(CNCc2cccc(Br)c2)c1OC
7: CCOC(=O)c1cnc2ccc(C)cc2c1Sc1ccc(F)cc1
8: CCC(COC)NCc1cn(-c2ccc(F)cc2F)nc1-c1ccccc1C (centres undefined)

entry no.	1	2	3	4	5	6	7	8
MazEF act	2	106*	5	5	-8	0	-7	5
FadD28 FP inh	-3.8	-3.6	-3.0	-3.5	0.3	-3.2	-3.0	-0.7
Rv3671c protease	6	1	3	-2	4	1	11	4
GDH-TPI counter	6	-6	1	8	22	-3	12	0
Mtb UGM inh	0.2	0.0	-0.3	-0.6	2.0	-4.5	4.4	-4.8
FBA Mtb inh	4	3	0	6	3	14	0	-4
BioA inh	-0.2	-2.0	nt	2.8	nt	nt	-1.2	-1.5
CCHFV vOTU inh	18	-15	-5	-4	-7	-3	6	-3
BoNT-F LC inh	-1	-4	3	-9	-9	-6	?	-10
DUSP3 inh	38	33	nt	nt	20	13	14	34

9: COc1cc(Cl)ccc1OCc1cc(C(=O)NCC(C)c2ccccc2)no1 (centres undefined)
10: Cc1csc(SCC(=O)NC23CC4CC(CC(C4)C2)C3)n1
11: N#C/C(=C\c1c(N2CCOCC2)nc2ccccn2c1=O)S(=O)(=O)c1ccccc1
12: O=C(Nc1cccc2ncccc12)c1cc2ccccc2o1
13: COc1ccccc1NC(=O)CCn1c(=O)sc2ccccc21
14: COc1ccc(NS(=O)(=O)c2ccc(NS(C)(=O)=O)cc2)cc1
15: COc1ccc(NC(=S)NCc2ccc(S(N)(=O)=O)cc2)cc1OC
16: CN(C)c1oc(-c2ccccc2Cl)nc1C#N

entry no.	9	10	11	12	13	14	15	16
MazEF act	-15	-1	3	-7	4	-14	-18	14
FadD28 FP inh	-2.8	-4.5	-3.4	-1.5	-0.6	-1.0	-5.0	-1.7
Rv3671c protease	-12	-4	-6	-2	4	-6	10	3
GDH-TPI counter	0	-5	7	8	1	7	4	10
Mtb UGM inh	2.4	4.3	-0.1	5.2	0.8	1.8	0.3	-0.3
FBA Mtb inh	0	0	-2	3	-3	2	-1	20
BioA inh	-3.0	0.5	1.0	13	0.8	nt	1.9	-0.7
CCHFV vOTU inh	13	-9	5	6	-2	-9	3	-28
BoNT-F LC inh	-4	-6	0	-13	-7	-11	-2	0
DUSP3 inh	63	20	10	9	26	19	6	15

17: CCOC(=O)N1CCN(C(=O)c2ccc(Oc3ccc([N+](=O)[O-])cc3)cc2)CC1
18: COc1ccc(NC(=O)c2sc(N3CCOCC3)nc2-c2ccccc2)c(OC)c1
19: COC(=O)COc1c(Cl)cc(Cl)c2ccc(C)nc12
20: CN(C(=O)c1ccc(C#N)cc1)c1nnc(-c2cnccn2)s1
21: CC1CCN(c2nc3c(cc2C#N)COC(C)(C)C3)CC1
22: CN(N=Cc1cccc2cccnc12)c1ccc([N+](=O)[O-])cc1[N+](=O)[O-]
23: CN(Cc1cccnc1)C(=O)CC1C(=O)NCCN1CC(c1ccccc1)c1ccccc1 (centres undefined)
24: Fc1ccc(-c2csc(NC3=NCCC3)n2)cc1

entry no.	17	18	19	20	21	22	23	24
MazEF act	2	7	-8	8	1	935*	7	2
FadD28 FP inh	0.5	0.4	-3.7	-2.6	-2.2	-4.6	0.5	-4.0
Rv3671c protease	-5	-59	-7	6	-1	nt	-3	7
GDH-TPI counter	2	20	11	-13	3	-6	-2	-1
Mtb UGM inh	-0.8	-2.7	-1.7	-2.1	-0.4	nt	3.1	-1.0
FBA Mtb inh	-1	1	4	-5	40*	-3	0	-7
BioA inh	nt	-0.5	1.1	1.8	1.6	nt	nt	nt
CCHFV vOTU inh	-2	19	-5	12	-31	0	-17	12
BoNT-F LC inh	-2	0	-2	-1	-8	-2	1	1
DUSP3 inh	-14	-18	-5	7	11	nt	22	22

25: CCCn1cc(CN2CCC(n3nccc3NC(=O)c3ccccc3)CC2)c(C)n1
26: Cc1ccc(-c2ccc(CCC(=O)O)o2)cc1
27: O=C(Nc1ccc(N2CCOCC2)cc1)c1cc(F)c(F)cc1Cl
28: CCCCCC1CCC(c2ccc(/C(N)=N/O)cc2)CC1 (centres undefined)
29: Cc1ccc(S(=O)(=O)N2CCN(C)CC2)cc1C
30: CCc1ccc(NC(=O)N(Cc2cccnc2)Cc2ccco2)cc1
31: Nc1nnc(SCC(=O)N2CCN(c3ccccc3)CC2)s1
32: Cc1ccccc1NC(=O)c1ccc2c(c1)CCN2S(C)(=O)=O

entry no.	25	26	27	28	29	30	31	32
MazEF act	7	-6	-10	13	3	-1	-2	3
FadD28 FP inh	-1.7	-1.0	-0.3	-3.7	-3.4	-0.8	-3.7	2.8
Rv3671c protease	-8	-12	-5	8	3	4	4	nt
GDH-TPI counter	-5	9	-7	1	3	17	-3	8
Mtb UGM inh	2.4	0.0	nt	-0.2	-1.6	-2.0	0.7	-0.9
FBA Mtb inh	-1	5	-2	3	0	5	-2	-1
BioA inh	-1.2	-0.3	2.0	-1.9	-3.2	nt	nt	-0.3
CCHFV vOTU inh	-3	-3	0	16	-7	18	3	4
BoNT-F LC inh	-2	-4	11	?	21	16	8	?
DUSP3 inh	20	13	-4	5	-8	-4	-4	-5

An excerpt of these results, with values under each structure.
Each structure is followed by: MazEF act | FadD28 FP inh | Rv3671c protease | GDH-TPI counter | Mtb UGM inh | FBA Mtb inh | BioA inh | CCHFV vOTU inh | BoNT-F LC inh | DUSP3 inh
27: O=C(Nc1ccc(N2CCOCC2)cc1)c1cc(F)c(F)cc1Cl
  -10 | -0.3 | -5 | -7 | nt | -2 | 2.0 | 0 | 11 | -4
32: Cc1ccccc1NC(=O)c1ccc2c(c1)CCN2S(C)(=O)=O
  3 | 2.8 | nt | 8 | -0.9 | -1 | -0.3 | 4 | ? | -5
28: CCCCCC1CCC(c2ccc(/C(N)=N/O)cc2)CC1 (centres undefined)
  13 | -3.7 | 8 | 1 | -0.2 | 3 | -1.9 | 16 | ? | 5
31: Nc1nnc(SCC(=O)N2CCN(c3ccccc3)CC2)s1
  -2 | -3.7 | 4 | -3 | 0.7 | -2 | nt | 3 | 8 | -4
25: CCCn1cc(CN2CCC(n3nccc3NC(=O)c3ccccc3)CC2)c(C)n1
  7 | -1.7 | -8 | -5 | 2.4 | -1 | -1.2 | -3 | -2 | 20
29: Cc1ccc(S(=O)(=O)N2CCN(C)CC2)cc1C
  3 | -3.4 | 3 | 3 | -1.6 | 0 | -3.2 | -7 | 21 | -8

Remaining list, next part:
33: NC(=O)Cn1cc(/C=N/NC(=O)c2ccc(Cn3cc(Cl)cn3)o2)c(-c2ccccc2)n1
34: CCCc1cc(=O)[nH]c(SCC(=O)c2ccc(S(=O)(=O)N3CCCC3)cc2)n1
35: CCC(C)NC(=O)c1cc2cc3ccc(OC)cc3nc2o1 (centres undefined)
36: C=C(C)c1ccc(C(C)(C)NC(=O)N2CCN(C)CC2)cc1
37: O=C(NCc1ccccn1)c1cn(Cc2ccccc2)nn1
38: COC(=O)CN1C(c2ccc(Cl)cc2)=Nc2ccc(Cl)cc2C1c1ccccc1 (centres undefined)
39: CNC(=S)N/N=C/c1cn(Cc2ccc(C)cc2)c2ccccc12
40: Cn1nc(-c2ccccc2)cc1NC(=O)Nc1ccccc1F

entry no.	33	34	35	36	37	38	39	40
MazEF act	-37	-5	6	5	8	-4	1	5
FadD28 FP inh	-3.1	1.0	-3.9	1.1	-5.3	-14	-2.0	-2.9
Rv3671c protease	nt	-1	-15	-5	-6	-14	-2	-9
GDH-TPI counter	8	6	21	10	-16	5	37*	-2
Mtb UGM inh	-0.7	1.8	0.4	-0.3	3.5	-0.9	7.1	0.0
FBA Mtb inh	4	-5	+	2	-10	-4	-2	0
BioA inh	-0.7	-3.8	-1.7	0.6	-1.0	nt	-2.3	0.2
CCHFV vOTU inh	9	6	-361	1	19	7	6	-13
BoNT-F LC inh	4	-2	-23	-10	9	-1	-4	nt
DUSP3 inh	9	15	7	0	14	15	-6	16

41: O=S(=O)(c1ccc(O)cc1)c1ccc(O)cc1
42: Cn1cc(C=O)c2cc(F)ccc21
43: Cc1ccc(Sc2ccc(C(=O)N(C)C)cc2[N+](=O)[O-])cc1
44: O=C(CSc1ncc(C(=O)O)n1-c1ccc(F)cc1)NCc1ccc2c(c1)OCO2
45: Cc1ccc2cc3c(NC(=O)c4cccnc4)nn(C)c3nc2c1

entry no.	41	42	43	44	45
MazEF act	-4	6	-2	4	7
FadD28 FP inh	1.0	-5.7	-0.2	0.4	-4.9
Rv3671c protease	0	0	0	0	-8
GDH-TPI counter	12	-12	5	6	11
Mtb UGM inh	2.8	1.4	-0.7	-0.6	-1.7
FBA Mtb inh	1	-3	1	-1	2
BioA inh	-1.7	nt	nt	nt	1.3
CCHFV vOTU inh	-1	5	14	1	7
BoNT-F LC inh	-8	6	-2	0	1
DUSP3 inh	15	12	2	15	26
